Screening results from PubChem BioAssay.
TGFb SMAD3 inh: blocks TGF-b signaling; 410,000 tested, 1.2% active; Potency, µM (top dose mostly 46.1 µM), for inactives: top-dose activity, negative = inhibition, actives largely listed as inhibitors; HepG2 CAGA-GFP TGF-b/SMAD3 reporter, GFP fluorescence, 18 h; TGF-beta stimulated, 500 pg/mL final; AID 588855; note: potency is the fitted concentration of half-maximal effect; % is set by controls: 0 for no effect and ±100 for the full control effect; nearly all actives have a fitted effect of over 65% in size
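Smad-responsive CAGA-GFP expression was quantified in HEPG2 cells exposed to compounds and 500 pg/mL final TGF-beta for 18 h at 37 degrees C; unstimulated wells defined full inhibition.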
Akt phos inh: blocks phosphorylation of Akt. 360,000 tested, 0.32% active. activity change, % for hits at 50 µM. Neuro2A IGF-stimulated pAkt S473 HTRF, 20 min; active compounds read low; in the data active = activity change below about -80%; inconclusive = mostly about -51% to -80%; note: % is set by controls: 0 for no effect and ±100 for the full control effect
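Neuro2A cells (4,500/well, DMEM with 0.5% FBS) were treated with compound at a single 50 µM final concentration, stimulated with 6 nM IGF for 20 min at 37 °C, and lysed. Phospho-Akt Ser473 was read by HTRF as 665/615 ratio ×10^4.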
Mm-Cpn inhibitor: blocks the Methanococcus maripaludis chaperonin Mm-Cpn; purified Mm-Cpn ATPase, ADP Transcreener TR-FRET; Potency, µM (highest dose often 76.9 µM), inactives show at the top dose activity, negative = inhibition, actives largely listed as inhibitors; 330,000 tested, 0.031% active; note: potency is the fitted concentration of half-maximal effect; % is set by controls: 0 for no effect and ±100 for the full control effect; nearly all actives have a fitted effect of over 80% in size
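TR-FRET (320 nm excitation; 590 and 665 nm emission) reports ADP made from 10 uM ATP by 25 nM enzyme; compounds were preincubated 10 min, reaction run 30 min, both at 37°C.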
CCT modulator: changes cytosolic chaperonin activity | purified chaperonin ATPase assay, HTRF ADP detection, 30 min | activity change, % (no concentration beside the values), hits read low | 360,000 tested, 0.3% active | AID 651819; in the data active = activity change below about -30%; note: % is set by controls: 0 for no effect and ±100 for the full control effect
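Enzyme 40 or 20 nM (batch-dependent) in Tris pH 7.4/KCl/MgCl2/DTT; cpd 76 uM single point; ATP 10 uM; 30 min 37 °C; Transcreener ADP HTRF detection, 30 min RT; ratio 665/615.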
Abeta yeast res: A-beta toxicity reversal in yeast. yeast expressing A-beta42, growth rescue, OD600, 48 h; response scale: 0% DMSO, 100% iron-clioquinol control. Potency, µM (titrated, usually from 46.1 µM), inactives show at the top dose growth rescue, most hits filed as activators. 410,000 tested, 0.063% active. AID 1347071; note: potency is the fitted concentration of half-maximal effect; nearly all actives have a fitted effect of over 55% in size
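Yeast growth medium received pinned compounds, then yeast cells expressing toxic A-beta were added; plates incubated at 30 C for 48 hr. Growth read as absorbance at 600 nm, normalized to DMSO and equimolar FeCl3 plus clioquinol controls.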
A549 viability: kills or reduces viability of A549 cells in Nrf2 counter-screen. A549 ARE-Fluc cells, CellTiter-Fluor viability, 18-24 h. Potency, µM (top dose mostly 46 µM), for inactives: at the highest dose activity change, negative = cytotoxicity, usual class: inhibitors. 390,000 tested, 0.16% active; note: potency is the fitted concentration of half-maximal effect; % is set by controls: 0 for no effect and ±100 for the full control effect
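A549 ARE_Fluc cells in 5% FBS OPTI-MEM were exposed to compounds in concentration-response for 18-24 h at 37 deg C. Viability was read by CellTiter-Fluor fluorescence (Ex 405/Em 525) after 30 min, before the luciferase read.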
HepG2 tox: HepG2 cytotoxicity, counter-screen for TGF-b inhibitors; HepG2 CAGA-GFP viability, ATP luminescence, 18 h; Potency, µM (titrated, usually from 46.1 µM), without a hit: at the top dose activity change, negative = cytotoxicity, hits mostly cytotoxic; 410,000 tested, 0.76% active; note: potency is the fitted concentration of half-maximal effect; some results filed as inactive show a strong effect at the top dose
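HepG2 CAGA-GFP cells (1000/well, DMEM with 1% FBS) received compound, then TGF-beta at 500 pg/mL final, and were incubated 18 hours at 37 degrees C. Viability was read by CellTiter-Glo luminescence. Media-only wells were set as complete cell-killing and DMSO as no toxicity.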
Nrf2 activator: activators of Nrf2 (ARE) signaling; Potency, µM (doses to about 46.1 µM), for inactives: at the top dose activation, actives largely listed as activators; AREc32 ARE-luciferase reporter (MCF7-derived line), luminescence, 24 h; 410,000 tested, 0.31% active; AID 624171; note: potency is the fitted concentration of half-maximal effect; % of control where 0% means no effect; nearly all actives have a fitted effect of over 65% in size
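For detection, Steady-Glo was added and plates sat 30 min at RT; before that, AREc32_Fluc cells grown overnight in OPTI-MEM/5% FBS had been treated with 23 nL compound for 24 hr at 37 deg C.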
Nrf2 inh: blocks Nrf2 signaling; Potency, µM (series often up to 46 µM), without a hit: at the highest dose activity change, negative = inhibition, usual class: inhibitors; AID 504444; 360,000 tested, 2.1% active; A549 ARE-Fluc reporter, luciferase luminescence, 18-24 h; note: potency is the fitted concentration of half-maximal effect; % is set by controls: 0 for no effect and ±100 for the full control effect; nearly all actives have a fitted effect of over 60% in size
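Reporter: ARE-Fluc in A549. Exposure: 18-24 h, 37 °C, 5% CO2, 5% FBS OPTI-MEM. Readouts: fluorescent cytotoxicity (CellTiter-Fluor), then luminescent Nrf2 signal after BugLite.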
Starred values were filed as active, the others as inactive; i = inactive; ? = inconclusive; . = not tested or not shown; & = joins results of further samples; [ ] = dose if it differs, or a comment. Unless noted, calls come from the whole dose curve; as a rule, active = well fitted curve in the direction sought with a large enough effect; inconclusive = small, poorly fitted or top-dose-only effect, or another doubt; inactive = no such curve, though single readings can be large; an effect the other way counts as inactive or inconclusive.

SMILES | TGFb SMAD3 inh | Akt phos inh | Mm-Cpn inhibitor | CCT modulator | Abeta yeast res | A549 viability | HepG2 tox | Nrf2 activator | Nrf2 inh
COc1ccc(OCC(=O)Nc2c(C)ccc3nsnc23)cc1 | 12% | i | 2% | -0.7 | 5% | 2% | -1% | -0.6% | 1%
COc1ccc(CNC(=O)CCCn2c(=S)[nH]c3cc4c(cc3c2=O)OCO4)cc1 | 1% | i | -6% | 0.6 | 7% | -6% | -2% | -0.7% | -29%
Cc1nc2ccccn2c1-c1csc(NCc2ccco2)n1 | -6% | i | -1% | -0.9 | 5% | -6% | -36% | 5.1% | ?
CCCCC[C@@H]1C=C(C(=O)OCC)[C@H](c2ccccc2)N1S(=O)(=O)c1ccc(C)cc1 | -22% | i | . | -1.0 | -16% | . | -16% | 0.7% | .
COc1cc(OC)c(OC)cc1CNCCNC(=O)c1nonc1N | 3% | i | 1% | -1.5 | -22% | . | -19% | -0.4% | 3%
CCCNC(=O)Nc1ccc(NC(C)=O)cc1 | 0% | i | 2% | 1.9 | -10% | 7% | -25% | 0.2% | 6%
CCC(C)NC(=O)C1CCN(S(=O)(=O)c2cccs2)CC1 (stereo not given) | 4% | i | 1% | -0.2 | 12% | 2% | 0% | 0.4% | -19%
Cc1ccc2c(c1)CCCN2C(=O)c1cccs1 | ? | i | 0% | -4.9 | 13% | -8% | 0% | 2.7% | -2%
Cc1ccc2c(=O)cc(C(=O)Nc3c(C)cccc3C)oc2c1 | -17% | . | . | . | -1% | -9% | -9% | -0.7% | -7%
Cc1ccc(C(=O)C(C)[n+]2cccc(C(N)=O)c2)cc1 (stereo not given) | 3% | i | -7% | 0.0 | 4% | 9% | 3% | 0.3% | 1%
COc1cc(/C=N/N2C(=O)CSC2=S)ccc1O | 13% | i | -4% | -1.5 | -4% | -2% | -12% | 2.0% | 2%
COc1ccc(NC(=O)CSc2nc3sc(C)c(C)c3c(=O)n2Cc2ccco2)cc1 | 1% | i | ? | -0.7 | 6% | -5% | -7% | -1.0% | ?
COc1ccccc1-c1nnc2n(CCc3ccccc3)c(=O)c3ccccc3n12 | -4% | . | . | . | -10% | 2% | -39% | 7.6% | -14%
COc1ccc(CCC(=O)Nc2ccc(N3CCOCC3)cc2)cc1 | -6% | i | 1% | -1.7 | -3% | -10% | 0% | -0.3% | ?
Cc1nc2cc(-c3ccc(Cl)cc3)nn2c(C)c1CCC(=O)N1CCN(c2ccccc2)CC1 | 1% | . | . | . | -15% | -2% | 3% | -1.0% | ?
COc1ccc(CCNC(=O)c2cc(C)oc2C)cc1OC | -3% | i | 1% | -0.9 | 8% | -5% | 4% | 0.0% | -3%
O=C(/C=N/O)NCc1cccnc1 | 16% | i | 0% | 0.4 | 8% | 1% | 1% | -0.7% | 11%
Cc1ccc2cc(CN(CCCN3CCOCC3)C(=O)NC3CCCCC3)c(=O)[nH]c2c1C | 28% | i | -2% | -1.7 | 24% | ? | -24% | 0.1% | 17%
Cc1ccc(NC(=O)CSc2nnc(C)n2C2CC2)cc1S(=O)(=O)N1CCOCC1 | 6% | i | 4% | 0.2 | -11% | 1% | -2% | 0.1% | -15%
CCCCCOC(=O)CSc1ncnc2c1sc1nc(N3CCOCC3)c3c(c12)CCCC3 | -10% | . | . | . | -12% | -8% | -7% | -0.8% | ?
Cc1ccc(NC(=O)N2CCc3cc(S(=O)(=O)N4CCC(C)CC4)ccc32)cc1 | . | . | . | . | -12% | 10% | -7% | -0.8% | 6%
CCCCCCn1c(CN2CCC(C)CC2)nc2c1c(=O)n(C)c(=O)n2C | -15% | i | 1% | -0.5 | 11% | -1% | -13% | -1.1% | 5%
c1ccc(-c2ccc3c(c2)NCCN3)cc1 | -13% | i | -2% | -4.7 | -33% | 15% | -16% | 7.3% | 8%
COc1ccc(-c2cnc(N)nc2-c2ccc(OC)cc2O)cc1 | 27% | i | -3% | -1.9 | -10% | -1% | -25% | -0.9% | ?
CC(=O)c1c(C)nc(-c2ccc(OCC(=O)Nc3cccc(C)c3C)cc2)n1O | 2% | i | -9% | 0.9 | -7% | 8% | -16% | -0.1% | 7%
CCOC(=O)N1CCN(C(=O)c2ccc3c(c2)N(Cc2ccc(C)cc2)CCS3)CC1 | ? | i | -4% | -1.1 | ? | -2% | -22% | -0.4% | ?
O=C(NCCCN1CCOCC1)C(=O)NCC1OCCN1S(=O)(=O)c1cc(F)ccc1F (stereo not given) | 6% | i | -1% | 0.1 | -8% | -3% | 13% | 0.5% | 6%
CC(O)CNC(=O)C1CCN(Cc2ccc(OCc3ccccc3)cc2)CC1 (stereo not given) | -13% | i | -2% | -4.1 | -11% | -2% | 3% | 0.8% | 7%
CCCC(C)NC(=O)COC(=O)c1cccc(NS(C)(=O)=O)c1 (stereo not given) | -12% | i | 1% | 1.7 | -4% | 11% | 11% | -0.2% | 21%
CCOc1ccc(-n2c(C)c(C(=O)O)c3cc(OC)ccc32)cc1 | 29% | i | 1% | 0.7 | -10% | 3% | -8% | 0.1% | 14%
Cc1ccc(-c2cc(C(F)F)n3ncc(C(=O)N4CCCc5ccccc54)c3n2)cc1 | -4% | i | -2% | 0.0 | -3% | -4% | -27% | 0.5% | 9%
CCOC(=O)c1ccc(NC(=O)c2cc3c([nH]c2=O)CC(c2ccccc2)CC3=O)cc1 (stereo not given) | -14% | . | . | . | 3% | 0% | 3% | 0.7% | .
Cc1cc2nc(-c3ccccc3)c(CC3CCCCC3)n2c(C)c1Br | . | i | . | 2.6 | -10% | . | . | ? | .
C=C[C@]1(C)C[C@H]1[C@H](NP(=O)(c1ccccc1)c1ccccc1)c1ccccc1 | 4% | i | 0% | 0.0 | 6% | 1% | 23% | -0.4% | 7%
CN1C(=O)/C(=N\OC(=O)c2ccccc2Cl)c2ccccc21 | ? | i | 3% | 0.0 | 12% | -2% | -1% | 0.2% | ?
O=C(NCc1ccco1)/C(=C\c1cccnc1)NC(=O)c1ccccc1F | 2% | i | 0% | 1.0 | -6% | 0% | 11% | -0.2% | 0%
CCCC(=O)Nc1cc(C(=O)N(C)CC(OC)OC)ccc1S(=O)(=O)c1ccc(C)cc1 | -3% | i | 1% | -2.7 | -3% | 1% | 1% | 0.0% | 5%
COc1cc(CN(C(=O)c2cc3ccccc3oc2=O)C2CCS(=O)(=O)C2)cc(OC)c1OC (stereo not given) | 2%&8% | i | -2% | -1.0 | 8%&2% | -6%&-7% | 9%&-5% | 2.6%&0.9% | 11%&17%
Cc1nn(CCCC(=O)Nc2ccc(Br)cc2F)c(C)c1[N+](=O)[O-] | -3% | i | 1% | -0.7 | ? | 3% | -1% | 2.8% | -3%
CC(C)n1nnnc1SCC(=O)c1ccc2c(c1)OCCO2 | -1% | i | -3% | 2.7 | 0% | -4% | 1% | 0.7% | ?

Pulled one by one from the entries so far (four):
SMILES | TGFb SMAD3 inh | Akt phos inh | Mm-Cpn inhibitor | CCT modulator | Abeta yeast res | A549 viability | HepG2 tox | Nrf2 activator | Nrf2 inh
CCCNC(=O)Nc1ccc(NC(C)=O)cc1 | 0% | i | 2% | 1.9 | -10% | 7% | -25% | 0.2% | 6%
Cc1nc2cc(-c3ccc(Cl)cc3)nn2c(C)c1CCC(=O)N1CCN(c2ccccc2)CC1 | 1% | . | . | . | -15% | -2% | 3% | -1.0% | ?
CCCCCCn1c(CN2CCC(C)CC2)nc2c1c(=O)n(C)c(=O)n2C | -15% | i | 1% | -0.5 | 11% | -1% | -13% | -1.1% | 5%
CC(C)n1nnnc1SCC(=O)c1ccc2c(c1)OCCO2 | -1% | i | -3% | 2.7 | 0% | -4% | 1% | 0.7% | ?

Following part.
SMILES | TGFb SMAD3 inh | Akt phos inh | Mm-Cpn inhibitor | CCT modulator | Abeta yeast res | A549 viability | HepG2 tox | Nrf2 activator | Nrf2 inh
CCn1c(=O)c(=O)[nH]c2cc(C(=O)NC3CCCc4ccccc43)ccc21 (stereo not given) | 11% | i | -1% | -11 | 3% | -17% | -11% | -0.1% | -17%
O=C(CN1CCOCC1)Nc1ccccc1C(=O)Nc1ccccc1 | 18% | i | 0% | 2.9 | 2% | -5% | -2% | 1.7% | -1%
COc1ccc(S(=O)(=O)N2CCCCCC2)cc1C(=O)N1CCCCC1 | 6% | i | -4% | 1.6 | -2% | -7% | 10% | 0.1% | 24%
CON1C(=O)C(=O)N(OC)C(C)(C)C1C (stereo not given) | 0% | i | 0% | 1.4 | -12% | -1% | -2% | -0.1% | 5%
CC1=C(C(=O)N2CCN(c3cc(C)ccc3C)CC2)C2(CCC(C)CC2)OC1=O (stereo not given) | . | . | 0% | . | -5% | -12% | 3% | 3.8% | -6%
COCCCNC(=O)c1cccc2c(-c3ccc(O)c(OC)c3)coc12 | 4% | i | . | -1.2 | -24% | . | -28% | ? | .
COc1cccc(NC(=O)COC(=O)c2cc(=O)c3ccccc3o2)c1 | 5% | i | 1% | 2.1 | -8% | 16% | 1% | 1.7% | 24%
CCC(=O)c1cc(F)c(N2CCN(C(=O)Cc3ccccc3)CC2)cc1C | 4% | i | -1% | 2.5 | -36%[inhibitor] | -1% | -18% | -0.4% | ?
O=C(CCCC(=O)OCC(=O)c1ccc(Cl)cc1)NC1CCCCC1 | -7% | i | 2% | 2.2 | 7% | 2% | -7% | -0.5% | 24%
Cc1nn(C)c(Oc2cccc(Cl)c2)c1C(=O)Nc1ccc(F)cc1 | 1% | . | -2% | -5.2 | -16% | 7% | -2% | 1.3% | .

An unsorted share of the library. Share with any hit: about 4.3%.
